Screening data (PubChem BioAssay)
TAAR1 agonist = human TAAR1 agonists, primary screen, Fluo-8 calcium fluorescence, CHO RD-HGA16 cells; Trace amine-associated receptor 1 (Homo sapiens), Q96RJ0; vehicle wells 0%, saturating PEA agonist 100%; activation, % at 3 µM; AID 624467, 2012; 360,000 tested, 0.99% active;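 active = activation above the mean activation of all test compounds in the run plus 3 SD, cut at about 38% in these data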
Target sequence (Q96RJ0 whole entry, looked up): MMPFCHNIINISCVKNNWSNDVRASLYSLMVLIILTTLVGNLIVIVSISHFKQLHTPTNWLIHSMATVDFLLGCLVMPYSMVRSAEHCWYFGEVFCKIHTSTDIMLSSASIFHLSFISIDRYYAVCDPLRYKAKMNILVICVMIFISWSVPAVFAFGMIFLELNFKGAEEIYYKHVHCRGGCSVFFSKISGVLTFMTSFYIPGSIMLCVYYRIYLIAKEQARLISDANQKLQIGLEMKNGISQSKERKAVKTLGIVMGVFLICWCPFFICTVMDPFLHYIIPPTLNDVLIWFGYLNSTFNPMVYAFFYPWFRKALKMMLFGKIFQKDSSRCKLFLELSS
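System: CHO RD-HGA16 cells carrying human TAAR1 plus Gα16; Incubation: 17-24 h seeding, 75 min 37 °C dye, 30 min RT; Measured by: Fluo-8 fluorescence, 5 s baseline then 140 s kinetic read; Control set: DMSO and PEA EC100; Replication: single well for each compound.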
CHRM1 agonist = human M1 muscarinic receptor agonists, primary screen, Fluo-8 calcium fluorescence, CHO-K1 cells, HTS. CHO-K1 hM1, agonist mode; 0% DMSO, 100% acetylcholine EC100. activation, % at 3 µM. 360,000 tested, 0.33% active. AID 588814, 2011;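 active = activation above the run's mean compound activation plus 3 SD, cut at about 16% in these data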;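 note: peak over basal fluorescence ratio within a 140 s kinetic read after compound addition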
M5 ag = human M5 muscarinic receptor agonists, primary screen, CHO-K1 cells, Fluo-8 calcium fluorescence. CHO-K1 hM5 cells; 0% DMSO wells, 100% maximal acetylcholine response. 360,000 tested, 0.19% active. AID 624037, 2012. activation, % at 3 µM;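 active = activation above the run's mean over test compounds plus 3 SD, cut at about 23% in these data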;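 note: signal is peak over basal fluorescence ratio across the kinetic read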
M4 ag = human M4 muscarinic receptor agonists, primary screen, CHO-K1 cells, Fluo-8 calcium fluorescence | Muscarinic acetylcholine receptor M4 (Homo sapiens), P08173 | CHO-K1 hM4/Gqi5; vehicle 0%, full acetylcholine response 100% | activation, % at 3 µM | 360,000 tested, 0.14% active;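 active = activation above the run mean over all test wells plus 3 SD, cut at about 32% in these data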;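 note: peak over basal fluorescence ratio per well then scaled between controls; 0% = DMSO wells and 100% = acetylcholine at EC100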
Target sequence (P08173 whole entry, looked up): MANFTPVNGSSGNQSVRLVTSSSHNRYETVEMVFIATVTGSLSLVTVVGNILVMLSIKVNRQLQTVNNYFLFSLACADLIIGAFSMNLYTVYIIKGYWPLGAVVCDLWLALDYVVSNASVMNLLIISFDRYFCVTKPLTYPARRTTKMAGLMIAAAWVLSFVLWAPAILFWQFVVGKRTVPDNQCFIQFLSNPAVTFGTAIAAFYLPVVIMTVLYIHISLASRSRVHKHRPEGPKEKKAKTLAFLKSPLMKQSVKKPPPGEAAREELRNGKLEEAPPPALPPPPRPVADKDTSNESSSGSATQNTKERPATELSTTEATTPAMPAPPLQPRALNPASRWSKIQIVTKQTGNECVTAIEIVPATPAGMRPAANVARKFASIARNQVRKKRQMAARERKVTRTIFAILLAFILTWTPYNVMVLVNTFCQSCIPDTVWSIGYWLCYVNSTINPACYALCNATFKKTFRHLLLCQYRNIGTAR
M4 antag = human M4 muscarinic receptor antagonists, primary screen, CHO cells, Fluo-8 calcium fluorescence. Muscarinic acetylcholine receptor M4 (Homo sapiens), P08173. CHO-hM4 cells, ACh EC80. inhibition, % at 3 µM. 360,000 tested, 0.73% active;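 active = inhibition above its plate's cutoff, the mean inhibition of sample wells plus 3 SD, cut at about 27% in these data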;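 note: 0% = acetylcholine EC80 with DMSO and 100% = DMSO without agonist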
CHRM5 antagonist = human M5 muscarinic receptor antagonists, primary screen, CHO cells, Fluo-8 calcium fluorescence; inhibition, % at 3 µM; CHO-hM5 cells, ACh EC80; 360,000 tested, 0.59% active; Muscarinic acetylcholine receptor M5 (Homo sapiens), P08912;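 active = inhibition above a per-plate cutoff, the mean of that plate's test compounds plus 3 SD, cut at about 27% in these data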;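 note: 0% = acetylcholine EC80 with DMSO and 100% = DMSO without agonist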
M1 antag = human M1 muscarinic receptor antagonists, primary screen, CHO-K1 cells, Fluo-8 calcium fluorescence, 1536-well; CHO-K1 hM1, ACh EC80 antagonist; inhibition, % at 3 µM; 360,000 tested, 1.3% active;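 active = percent inhibition above its own plate's cutoff, namely the mean of that plate's compound wells plus 3 SD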;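 note: peak over basal fluorescence ratio during 140 s after agonist addition; 0% = ACh EC80 plus DMSO and 100% = DMSO alone without agonist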
M5 PAM = human M5 muscarinic receptor positive allosteric modulators, primary screen, CHO-K1 cells, Fluo-8 calcium fluorescence; 360,000 tested, 0.3% active; AID 624038, 2012; CHO-K1 hM5, ACh EC20 PAM; 0% = ACh EC20, 100% = ACh EC100; Muscarinic acetylcholine receptor M5 (Homo sapiens), P08912; activation, % at 3 µM;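 active = activation above the run cutoff, the mean activation of all test compounds plus 3 SD, cut at about 18% in these data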
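System: CHO-K1 hM5 cells. Reagent: acetylcholine, EC20 level. Compound dosing: single dose, 3 µM nominal final test concentration. Timing: Post-acetylcholine fluorescence recording 140 s. Detection: Fluo-8 calcium fluorescence. Read-out: % activation, ACh-normalized. Benchmarks: ACh EC20 and EC100 wells. Repeats: singlicate, one well per test compound.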
CHRM1 PAM = human M1 muscarinic receptor positive allosteric modulators, primary screen, CHO-K1 cells, Fluo-8 calcium fluorescence, 1536-well. Muscarinic acetylcholine receptor M1 (Homo sapiens), P11229. activation, % at 3 µM. 360,000 tested, 0.088% active. CHO-K1 hM1, ACh EC20; 0% = ACh EC20, 100% = maximal ACh; in the data active = activation above about 19%, passing the limit was not always enough
* marks the source's active call; other numbers are inactive results. Not all compounds are listed; rates above refer to the full screens.

Field names: A = TAAR1 agonist; B = CHRM1 agonist; C = M5 ag; D = M4 ag; E = M4 antag; F = CHRM5 antagonist; G = M1 antag; H = M5 PAM; I = CHRM1 PAM
O=C(COc1ccc(Cl)cc1)NCCCNC(=O)c1ccncc1
  A: 3 | B: -2 | C: -1 | D: 2 | E: 10 | F: 1 | G: -7 | H: 3 | I: 9
CN(Cc1nc(-c2cccs2)no1)CC1(N2CCOCC2)CCCCC1
  A: -4 | B: -8 | C: -7 | D: 0 | E: -4 | F: 7 | G: -6 | H: -9 | I: 2
CC(C)c1ccc(C2OCCCO2)cc1
  A: 0 | B: 4 | C: 4 | D: 0 | E: 2 | F: 10 | G: -20 | H: 4 | I: 17
CSc1ccc(/C=N/Nc2nc(C)cc(=O)[nH]2)cc1
  A: 6 | B: -3 | C: 0 | D: 1 | E: 13 | F: 10 | G: 2 | H: -3 | I: 1
CN(C)c1ccc(/C=N/NC(=O)c2cccc(C(=O)N/N=C/c3ccc(N(C)C)cc3)n2)cc1
  A: 2 | B: -4 | C: -1 | D: 0 | E: 6 | F: 9 | G: -7 | H: 1 | I: 8
CC1(C(=O)Nc2cccc(NS(C)(=O)=O)c2)CCN1CCc1ccccc1 (stereo unspecified)
  A: 25 | B: -4 | C: 0 | D: 12 | E: -30 | F: 5 | G: -4 | H: -3 | I: -3
Cc1nn(CCS(=O)(=O)c2ccc(Cl)cc2)c(C)c1Br
  A: 4 | B: 2 | C: -4 | D: 1 | E: 5 | F: 3 | G: 9 | H: -4 | I: 2
CCOC(=O)N1CCN(C(c2ccc(F)cc2)c2sc3nc(C)nn3c2O)CC1 (stereo unspecified)
  A: 0 | B: 0 | C: 4 | D: 11 | E: -8 | F: 10 | G: 6 | H: -13 | I: -10
COc1ccc(-c2ccc(NCCC3=CCCCC3)nn2)cc1OC
  A: 5 | B: -11 | C: 0 | D: 4 | E: -2 | F: 7 | G: 9 | H: -4 | I: -10
CC(Oc1ccccc1[N+](=O)[O-])C(=O)N/N=C/c1ccoc1 (stereo unspecified)
  A: 0 | B: 0 | C: -5 | D: 0 | E: 8 | F: 10 | G: 1 | H: -8 | I: 9
Cc1ccnc(NC(=O)COc2ccc3c(c2)CCC3)c1
  A: 4 | B: -4 | C: -4 | D: 1 | E: -3 | F: 2 | G: -12 | H: 2 | I: 6
CCCOc1ccc(N2C(=O)CC(N3CCN(S(=O)(=O)c4ccccc4)CC3)C2=O)cc1 (stereo unspecified)
  A: 8 | B: -5 | C: -4 | D: 1 | E: -4 | F: 2 | G: -7 | H: -6 | I: 7
O=C(COc1ccc(F)c(Cl)c1)NC(=O)NC1CCCC1
  A: 2 | B: -8 | C: -1 | D: 1 | E: -5 | F: -5 | G: -17 | H: -4 | I: 0
Cc1ccc(S(=O)(=O)N(C)Cc2ccc(C(=O)NN=C(CC(C)C)CC(C)C)cc2)cc1
  A: -2 | B: -8 | C: 0 | D: 1 | E: -4 | F: 2 | G: -4 | H: 0 | I: -2
Cc1ccsc1/C=N/NC(=O)c1ccc(Cn2cc(Br)cn2)o1
  A: 12 | B: -4 | C: -1 | D: 3 | E: -5 | F: -6 | G: 1 | H: -1 | I: -2
Cc1ccc2c(c1)C1CN(C)CCC1N2CC(=O)N(C)c1ccccc1 (stereo unspecified)
  A: 14 | B: -11 | C: -8 | D: 2 | E: -10 | F: 5 | G: 4 | H: -8 | I: 0
CCN1C(=O)/C(=C\N2CCN(c3ccc(F)cc3)CC2)SC1=S
  A: 9 | B: 7 | C: 2 | D: 0 | E: -1 | F: 6 | G: 18 | H: -3 | I: -2
O=C1Cc2cc(O)ccc2O1
  A: 1 | B: -2 | C: 2 | D: 1 | E: 4 | F: 7 | G: -4 | H: -2 | I: 2
CCOC(=O)c1cnn2c(C(F)(F)F)cc(-c3ccco3)nc12
  A: 17 | B: -4 | C: -1 | D: 1 | E: 10 | F: -3 | G: -36 | H: -1 | I: 4
Cc1cccc(C(=O)Oc2ccc(/C=N/NC(=O)c3ccc(O)cc3)cc2)c1
  A: 13 | B: 0 | C: 5 | D: 17 | E: 14 | F: 12 | G: 41* | H: -10 | I: -12
Cc1cc(N/C(=N\S(=O)(=O)c2ccc(F)cc2F)c2ccccc2)no1
  A: 2 | B: 15 | C: 1 | D: 1 | E: -9 | F: 2 | G: 6 | H: 3 | I: 10
O=C1CCC(C(=O)N2CCN(c3ccccc3)CC2)CN1Cc1ccc(Cl)cc1 (stereo unspecified)
  A: 3 | B: -3 | C: 0 | D: 2 | E: -7 | F: -3 | G: -9 | H: 3 | I: 0
Cc1ccc(/C=N\NC(=O)C2CN(S(=O)(=O)c3ccccc3)CCN2S(=O)(=O)c2ccccc2)cc1 (stereo unspecified)
  A: 2 | B: -7 | C: -3 | D: 0 | E: 0 | F: -3 | G: 0 | H: -1 | I: -1
O=C(NCCN1CCCCC1)c1ccc(/C=N/O)nc1
  A: 3 | B: -7 | C: -5 | D: 0 | E: 3 | F: 16 | G: -9 | H: -1 | I: 1
Cc1csc(NC(=O)c2ccc(Cn3nc(C)c(Br)c3C)o2)n1
  A: 12 | B: -2 | C: 8 | D: 22 | E: 23 | F: 20 | G: 14 | H: -10 | I: -10
COc1ccccc1CNC(=O)C1CCC(CNS(=O)(=O)c2ccc(C)cc2)CC1 (stereo unspecified)
  A: 5 | B: -4 | C: -5 | D: 2 | E: 1 | F: 2 | G: -2 | H: -3 | I: 1
C[n+]1ccn(CC(=O)c2ccc(Br)cc2)c1
  A: 0 | B: -12 | C: -5 | D: 1 | E: -4 | F: 17 | G: -7 | H: -7 | I: 5
Cc1ccc(-c2nc(SCC(=O)N(C)c3c(N)n(Cc4ccccc4)c(=O)[nH]c3=O)n[nH]2)cc1
  A: 0 | B: -2 | C: -4 | D: 1 | E: -3 | F: -1 | G: -6 | H: 1 | I: -1
CCn1c2ccccc2c2cc(/C=N/n3cn[nH]c3=S)ccc21
  A: 11 | B: -4 | C: -7 | D: -1 | E: 26 | F: 5 | G: 6 | H: 7 | I: 2
Cc1ccc(CNC(=O)CCc2nc3ccccc3c(=O)[nH]2)cc1
  A: 5 | B: -2 | C: -5 | D: 0 | E: 2 | F: -10 | G: 12 | H: 36* | I: -4
Cc1c(CN2CCN(C)C(CCO)C2)[nH]c2c(Cl)cccc12 (stereo unspecified)
  A: 1 | B: -5 | C: -6 | D: 3 | E: -9 | F: 5 | G: -23 | H: -2 | I: 10
CC(C)C(NC(=O)c1ccc(F)cc1)C(=O)N1CCN(C(=O)c2ccco2)CC1 (stereo unspecified)
  A: 5 | B: -3 | C: 0 | D: -1 | E: 15 | F: -2 | G: 10 | H: 0 | I: -3
COc1cccc2cc(C(=O)OCC(=O)NC3CCCC(C)C3C)c(=O)oc12 (stereo unspecified)
  A: 1 | B: -4 | C: -3 | D: 2 | E: -15 | F: 4 | G: -8 | H: 5 | I: 4
Cc1ccc(S(=O)(=O)Nc2ccc(O)c(S(=O)(=O)c3ccc(C)cc3)c2)cc1
  A: 1 | B: 3 | C: 2 | D: 3 | E: -11 | F: 15 | G: 0 | H: -10 | I: 4
CC#CCN1c2ccccc2[C@]23C[C@@H](C(=O)OC)N(C(=O)NC4CCCCC4)C2=NC(C(=O)OC)=C(C(=O)OC)[C@H]13
  A: 5 | B: -1 | C: -2 | D: 1 | E: -2 | F: 1 | G: -9 | H: 16 | I: 14
CC(C)OCCCn1c(SCC(=O)N2CCCC2=O)nc2ccccc2c1=O
  A: 3 | B: -2 | C: 2 | D: 8 | E: -2 | F: 3 | G: 9 | H: -4 | I: -1
COc1ccc(CNc2n[nH]c(NCc3ccc(OC)c(OC)c3)n2)cc1OC
  A: 4 | B: -3 | C: -1 | D: 0 | E: 5 | F: -3 | G: -23 | H: -5 | I: 0
Cc1ccc(S(=O)(=O)c2c(N)n(NC(=O)c3ccccc3C)c3nc4ccccc4nc23)cc1
  A: 9 | B: -5 | C: -3 | D: 2 | E: 3 | F: 9 | G: -7 | H: -9 | I: 3
Cc1ccc(CNC(=O)CN(c2ccc(Cl)cc2)S(C)(=O)=O)cc1
  A: 0 | B: -4 | C: 2 | D: 1 | E: 2 | F: -8 | G: -5 | H: 9 | I: 4
COC(=O)c1oc2ccc(Br)cc2c1NC(=O)CCN1CCOCC1
  A: 2 | B: -4 | C: 1 | D: 2 | E: 13 | F: 15 | G: -5 | H: 5 | I: 8
Cc1cc(C(=O)Nc2ccc(CC(=O)O)cc2)c(C)o1
  A: -5 | B: -3 | C: -4 | D: 0 | E: 0 | F: 3 | G: -6 | H: 5 | I: 13
Cc1csc(SCC(=O)Nc2cccc(C)c2C)n1
  A: 0 | B: -3 | C: 0 | D: 0 | E: 6 | F: 5 | G: 19 | H: -1 | I: -8
COC(=O)c1cccc(NC(=O)NC(=O)c2ccccc2Cl)c1
  A: 4 | B: 0 | C: -2 | D: 1 | E: -5 | F: 0 | G: -15 | H: 10 | I: 14
COc1ccc(CCN(C)C(=O)Cn2c(=O)oc3ccccc32)cc1OC
  A: 1 | B: 1 | C: -1 | D: 2 | E: -10 | F: 16 | G: -9 | H: 0 | I: 16
O=C(Nc1cccc2ccccc12)c1cccc([N+](=O)[O-])c1
  A: 2 | B: -4 | C: -2 | D: 3 | E: -4 | F: 7 | G: -4 | H: -3 | I: 2

Gathered by group: those above with a furan ring, fused or not.
Field names: A = TAAR1 agonist; B = CHRM1 agonist; C = M5 ag; D = M4 ag; E = M4 antag; F = CHRM5 antagonist; G = M1 antag; H = M5 PAM; I = CHRM1 PAM
CC(Oc1ccccc1[N+](=O)[O-])C(=O)N/N=C/c1ccoc1 (stereo unspecified)
  A: 0 | B: 0 | C: -5 | D: 0 | E: 8 | F: 10 | G: 1 | H: -8 | I: 9
Cc1ccsc1/C=N/NC(=O)c1ccc(Cn2cc(Br)cn2)o1
  A: 12 | B: -4 | C: -1 | D: 3 | E: -5 | F: -6 | G: 1 | H: -1 | I: -2
CCOC(=O)c1cnn2c(C(F)(F)F)cc(-c3ccco3)nc12
  A: 17 | B: -4 | C: -1 | D: 1 | E: 10 | F: -3 | G: -36 | H: -1 | I: 4
Cc1csc(NC(=O)c2ccc(Cn3nc(C)c(Br)c3C)o2)n1
  A: 12 | B: -2 | C: 8 | D: 22 | E: 23 | F: 20 | G: 14 | H: -10 | I: -10
CC(C)C(NC(=O)c1ccc(F)cc1)C(=O)N1CCN(C(=O)c2ccco2)CC1 (stereo unspecified)
  A: 5 | B: -3 | C: 0 | D: -1 | E: 15 | F: -2 | G: 10 | H: 0 | I: -3
COC(=O)c1oc2ccc(Br)cc2c1NC(=O)CCN1CCOCC1
  A: 2 | B: -4 | C: 1 | D: 2 | E: 13 | F: 15 | G: -5 | H: 5 | I: 8
Cc1cc(C(=O)Nc2ccc(CC(=O)O)cc2)c(C)o1
  A: -5 | B: -3 | C: -4 | D: 0 | E: 0 | F: 3 | G: -6 | H: 5 | I: 13
